Compound activity from PubChem.
Granule exo inh: LAMP-1 surface exposure blockers, TALL-104 cells – cell-based, flow cytometry, MLPCN library, primary screen | 360,000 tested, 0.66% active | AID 651702, 2012 | inhibition, % at 10 µM | TALL-104 LAMP-1 surface exposure; cells stimulated with thapsigargin and PMA;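 active means inhibition above about 55%, limit read from the data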
Vif inh: HIV Vif self-association inhibitors, primary screen, imaging, HEK293T, single point. HEK293T cells, Vif self-association by quenched fluorescence, 24 h. inhibition, % at 7.49 µM. 340,000 tested, 0.35% active. AID 602346, 2012; in the data active means inhibition above about 50%, passing the limit was not always enough; further: some results filed as inactive read as strong as hits
aDG glyco up: activators of alpha-DG glycosylation, primary screen, uHTS, Pro5-aDG cells, AlphaScreen. alpha-DG glycosylation AlphaScreen (IIH6); 0% Pro5, 100% B10-LARGE cell signal. AID 624168, 2012. 360,000 tested, 0.22% active. activation, % at 10 µM;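 active means activation of at least 8% versus controls, or a plate z-score of at least 8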;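 further: Pro5 are CHO cells carrying HIG-tagged alpha-DG that lacks glycosylation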
iPSC survival up: enhancers of single-cell hiPSC survival, primary screen, ATPlite luminescence; 100% = ROCK inhibitor wells, 0% = DMSO; survival enhancement, % at 20 µM; 360,000 tested, 0.044% active; in the data active means survival enhancement above about 18%;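 further: cells exposed to compounds for 16 hours before the ATP read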
NR2E3 ag-1: NR2E3 agonists in two-hybrid cells, primary screen, cell-based, luminescence, CHO-S, Gal4-NCOR/VP16-NR2E3 | Photoreceptor-specific nuclear receptor (Homo sapiens), Q9Y5X4 | luciferase | inhibition of corepressor binding, % at 3.98 µM | 360,000 tested, 0.35% active | AID 602229, 2012;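 active means inhibition above the mean of all tested compounds plus 3 SD, cut at about 70% in these data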;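 further: 0% = DMSO with NR2E3 transfected cells and 100% = cells lacking NR2E3 construct; higher means lower luciferase signal from less NR2E3 corepressor binding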
Target sequence (Q9Y5X4 whole entry, looked up, the tested form may be a part): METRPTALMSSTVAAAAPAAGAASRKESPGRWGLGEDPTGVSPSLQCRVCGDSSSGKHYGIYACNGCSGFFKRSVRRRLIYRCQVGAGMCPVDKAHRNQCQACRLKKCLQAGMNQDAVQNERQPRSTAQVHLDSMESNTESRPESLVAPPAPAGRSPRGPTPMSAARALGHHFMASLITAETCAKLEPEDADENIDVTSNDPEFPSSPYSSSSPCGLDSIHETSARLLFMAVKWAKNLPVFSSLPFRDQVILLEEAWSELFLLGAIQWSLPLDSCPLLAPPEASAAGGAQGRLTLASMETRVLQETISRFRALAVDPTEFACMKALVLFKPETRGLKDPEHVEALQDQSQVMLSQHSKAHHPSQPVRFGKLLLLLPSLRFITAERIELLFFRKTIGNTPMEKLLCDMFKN
TRPM1 prom inh: inhibitors of MITF-dependent TRPM1 promoter reporter, primary screen, cell-based, SK-MEL-5, single point, luciferase | SK-MEL-5 TRPM1 promoter luciferase, 24 h | 330,000 tested, 0.83% active | inhibition, % at 12.5 µM;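 active means mean inhibition across replicates of 60% or more, whatever share of single replicates reaches that level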; further: values of inactives mirror those of a sister screen read the other way
NR2E3 ag-2: inhibitors of NR2E3-RetCOR corepressor binding, primary screen, NR2E3 agonist project, biochemical, TR-FRET, GST-NR2E3, biotin-RetCOR. Photoreceptor-specific nuclear receptor (Homo sapiens), Q9Y5X4. 320,000 tested, 0.12% active. AID 2300, 2010. inhibition of corepressor binding, % at 4.78 µM. 1536-well;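 active means percent inhibition above the cutoff of mean plus 3 SD of all tested compounds, set per screening campaign, cut at about 20% in these data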;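 further: 0% = DMSO wells and 100% = biotin wells as full block of FRET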
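system = GST-tagged NR2E3 plus biotinylated RetCOR corepressor | input = 1.35 nM GST-NR2E3 | also added = 7 nM biotin-RetCOR | schedule = 5 h incubation at 4 °C | measured by = TR-FRET with europium anti-GST and streptavidin-D2, 340 nm excitation | read-out = percent loss of FRET ratio relative to control wells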
CaV13 ICDI inh: Disruptors of the CACNA1D IQ motif to Ca2+-dependent inactivation inhibitor domain association, primary screening, Förster resonance energy transfer in intact living …; inhibition, % at 12.3 µM; HEK cells, CFP/YFP FRET ICDI-IQ, plate reader, 10 min; percent FRET-ratio fall versus neutral wells; 340,000 tested, 0.098% active;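 active means mean replicate inhibition of at least 30% and at least 1% of replicates passing that level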;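 further: 0% = median of the neutral control wells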
PDI inh: inhibitors of human PDI, primary screen, biochemical, turbidity, single point, plate reader. 350,000 tested, 0.052% active. AID 588391, 2011. PDI insulin aggregation turbidity, A650, 90 min. inhibition, % at 10 µM;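 active means mean inhibition across replicates of 30% or more, whatever share of single replicates reach that level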;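 further: absorbance from insulin aggregation driven by PDI reduction with DTT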
Target sequence (P07237 whole entry, looked up): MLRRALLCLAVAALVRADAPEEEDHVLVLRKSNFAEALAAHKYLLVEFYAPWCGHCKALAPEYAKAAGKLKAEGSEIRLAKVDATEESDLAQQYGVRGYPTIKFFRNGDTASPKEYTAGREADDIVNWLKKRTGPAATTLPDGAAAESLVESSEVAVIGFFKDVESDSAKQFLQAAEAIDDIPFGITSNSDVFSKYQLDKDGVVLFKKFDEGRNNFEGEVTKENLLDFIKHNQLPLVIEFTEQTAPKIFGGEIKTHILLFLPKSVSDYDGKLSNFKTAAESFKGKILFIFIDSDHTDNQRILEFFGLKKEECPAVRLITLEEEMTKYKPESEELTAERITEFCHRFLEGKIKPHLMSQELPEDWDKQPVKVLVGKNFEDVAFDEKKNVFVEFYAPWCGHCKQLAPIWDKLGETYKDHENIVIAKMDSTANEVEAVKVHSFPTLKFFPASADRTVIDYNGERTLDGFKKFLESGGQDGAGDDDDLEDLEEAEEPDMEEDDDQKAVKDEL
Peg3 prom inh: Peg3 promoter-driven luciferase inhibitors, primary screen, cell-based, HeLa, luciferase luminescence | HeLa PEG-Prom luciferase reporter, overnight | 360,000 tested, 1.7% active | inhibition, % at 20 µM;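 active means inhibition of at least 50% at 20 µM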
HIF-2a inh: HIF-2a reporter inhibitors, primary screen, luminescence, 786-0 RCC cells; 786-0 RCC cells HIF-2a reporter, luciferase luminescence, overnight; inhibition, % at 18.8 µM; 360,000 tested, 0.72% active;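 active means inhibition of the luminescence signal of 40% or more relative to plate controls, in a single-dose primary screen at 18.75 µM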
* hit, by the source's call; i = inactive; x = no result given. Compounds as they come; 3.5% or so of the library scored in one or more.

mol,Granule exo inh,Vif inh,aDG glyco up,iPSC survival up,NR2E3 ag-1,TRPM1 prom inh,NR2E3 ag-2,CaV13 ICDI inh,PDI inh,Peg3 prom inh,HIF-2a inh
Cc1cnccc1CN(C)Cc1nc(Cc2ccccc2Cl)no1,-2.3,-13.9,5.4,-0.4,21.9,13.0,-2.4,-6.5,2.8,0.2,9.3
CC(=O)c1ccc(Nc2nc(C(N)CC(C)C)cs2)cc1 (stereo unspecified),-3.4,-9.1,0.3,2.2,2.0,x,x,-10.3,6.5,4.4,9.1
CN(CC/C=C1/c2ccccc2CSc2ccccc21)CCCO,3.2,-9.9,0.7,-1.8,-3.4,-28.8,-0.2,-3.6,0.0,14.6,20.8
Cc1ccc(S(=O)(=O)N2CCN(C(=O)CN3C(=O)c4ccc([N+](=O)[O-])cc4C3=O)CC2)c(C)c1,-2.8,9.1,-0.2,-0.4,-14.0,1.4,-1.2,-2.0,10.6,-7.3,5.0
O=C(O)c1ccccc1C(=O)NC1CCCCNC1=O (stereo unspecified),-1.1,-17.7,-0.1,-0.6,21.5,-8.7,-0.8,18.7,-6.1,-5.7,14.5
CC1CCc2nn(CC(=O)NCCCN3CCCCC3)cc2C1 (stereo unspecified),1.6,0.2,-0.1,2.7,-28.5,-7.1,-1.6,-2.5,x,-1.0,0.5
COc1ccc(OC)c(S(=O)(=O)N2CCC(C(=O)Nc3ccccc3)CC2)c1,1.0,-4.8,-0.2,0.1,-7.1,8.2,3.8,9.4,2.7,11.9,14.3
CCc1nnc(NC(=O)COC(=O)CN2C(=O)c3ccccc3C2=O)s1,-1.9,19.5,0.3,2.6,-25.3,-0.1,2.6,-3.6,-3.3,4.6,9.4
Cc1ccccc1CN(C)Cc1cc(=O)oc2c(C)c(C)ccc12,39.5,10.2,0.4,0.6,-45.4,-11.3,3.3,-2.7,3.1,-48.7,-83.9
CCc1sc(N(C(=O)Cc2ccccc2)c2ccccc2F)nc1-c1ccc(C)cc1,-13.2,0.3,0.1,-0.3,15.4,-7.2,3.6,-2.2,5.8,13.4,-3.9
CCn1cc(/C=C/C(=O)Nc2ccc(C)cc2Br)cn1,5.5,x,0.3,0.4,-25.7,-44.3,-0.5,-4.1,-0.9,-139.4,-141.3
CCN=C1NN=C(c2c[nH]c3ccccc23)CS1,-0.4,0.2,0.5,-3.0,-124.3,-2.8,0.7,2.3,6.1,-165.5,-88.3

Following part:
mol,Granule exo inh,Vif inh,aDG glyco up,iPSC survival up,NR2E3 ag-1,TRPM1 prom inh,NR2E3 ag-2,CaV13 ICDI inh,PDI inh,Peg3 prom inh,HIF-2a inh
Cc1cc(O)c(C(C)C)cc1N=C1CSC(=O)N1,3.5,9.3,-0.1,4.2,-12.3,-1.9,-1.8,-5.6,-1.7,20.1,21.5
CC1CCN(C(=S)NC(=O)c2ccccc2Br)CC1,35.9,-4.0,-0.1,-0.1,-8.3,4.5,-0.4,x,0.5,2.0,1.1
COc1ccccc1CNC(=O)COC(=O)CNS(=O)(=O)c1ccc(NC(C)=O)cc1,0.2,1.2,0.0,0.9,9.8,-3.2,2.0,-6.2,-5.9,6.2,-0.1
Cn1cc(S(=O)(=O)N2CCOCC2)cc1C(=O)O,-0.8,1.7,0.1,2.0,-20.2,-4.8,x,-10.3,4.5,9.6,10.0
CCCCNc1ccc(C(F)(F)F)cc1S(=O)(=O)NCCc1ccc(F)cc1,18.1,-1.2,0.0,-1.1,-10.9,-10.7,x,-3.7,3.2,45.0,-3.0
CN1CCN(S(=O)(=O)c2ccc(Br)c3ccccc23)CC1,-6.8,-7.5,0.1,-0.3,-3.3,-6.5,4.3,17.6,-4.4,3.8,25.1
CC(=O)NC(C(=O)c1ccccc1)N1CCCCC1 (stereo unspecified),4.3,5.8,-0.1,-0.7,-35.8,3.3,5.8,7.5,2.8,-0.2,1.3
O=C(O)CCCSc1nccn1-c1ccccc1,-2.9,-0.2,0.1,-0.8,-1.9,-2.1,4.0,-5.0,2.0,10.1,17.5
Cc1ccc(CN2CCN(Cc3cccc(OCCO)c3)CC2CCO)o1 (stereo unspecified),-2.0,29.5,0.6,-2.3,1.8,5.0,6.9,-3.3,-8.4,-1.4,9.9
CC1CC1C(=O)Nc1nc(-c2ccc(Cl)s2)cs1 (stereo unspecified),4.4,-8.3,0.8,0.5,-4.0,-17.8,-1.0,-3.3,2.5,-124.3,-189.2
COCCN(C(=O)c1ccc(C)o1)c1c(N)n(CC(C)C)c(=O)[nH]c1=O,9.3,13.0,-0.2,0.5,7.2,1.6,-2.3,-5.7,18.2,-7.6,12.5
COc1ccc(N2CCN(C(=O)c3cn(C)c4ccc(S(=O)(=O)N5CCOCC5)cc4c3=O)CC2)cc1,-1.5,7.3,-0.2,-0.4,-6.4,0.9,1.9,-15.5,0.3,-5.6,-0.7

Next section.
mol,Granule exo inh,Vif inh,aDG glyco up,iPSC survival up,NR2E3 ag-1,TRPM1 prom inh,NR2E3 ag-2,CaV13 ICDI inh,PDI inh,Peg3 prom inh,HIF-2a inh
O=C(Nc1nnc(SCc2c(Cl)cccc2Cl)s1)c1cccc([N+](=O)[O-])c1,-3.4,2.8,0.0,-0.7,-35.0,-4.9,1.3,-2.3,2.4,-11.9,-81.9
Oc1ccccc1-c1nnc2n1CCCCC2,0.1,-9.6,0.0,2.7,-0.7,-0.1,x,-2.6,-1.5,18.4,7.7
CS(=O)(=O)N(CCc1ccccc1)CC(=O)NCc1ccco1,-1.8,2.8,0.1,1.2,-14.6,-2.7,2.1,-5.1,7.7,10.7,9.1
CCOC(=O)CN1C(=N)N(c2nc(NC(C)C)nc(NC(C)C)n2)CC1=O,1.3,2.9,0.5,1.7,23.2,-0.2,-0.9,x,-4.3,7.4,-5.8
O=C(N/N=C/c1cc2c(cc1Br)OCO2)C1COc2ccccc2O1 (stereo unspecified),-0.9,-7.3,-0.2,-0.8,-28.0,-76.0,-0.4,-6.9,-1.2,-237.0,-295.7
O=C(CN1CCN(Cc2cccc(F)c2)CC1)Nc1ccccc1F,7.0,3.1,-0.1,-0.6,-29.9,6.0,-4.3,-5.4,2.1,7.8,2.8
Cc1ccccc1-n1c(O)cc(=O)[nH]c1=S,-1.0,0.8,-0.5,1.7,-15.9,-4.9,4.2,-1.9,2.0,9.6,24.9
COCCSc1ccccc1C(=O)NCCc1ccccc1,8.9,-12.4,-0.2,-2.0,9.3,5.3,-0.2,-4.8,-0.9,3.0,-2.9
COc1ccc(C)cc1NC(=O)c1ccc(NS(=O)(=O)c2cccs2)cc1,-4.7,11.3,-0.2,-0.7,1.7,6.5,3.8,-2.1,0.9,18.3,-8.6
Cc1nc2ccccc2c(C)c1CC(=O)OC(C)C(=O)NC1(C#N)CCCCC1 (stereo unspecified),4.7,-5.7,0.0,-0.5,0.6,5.9,-3.5,-5.8,-1.5,11.7,6.1
O=C(CSC(=S)N1CCOCC1)Nc1nc(-c2ccccc2)c(-c2ccccc2)o1,-0.3,-2.3,0.4,-1.1,6.6,14.0,4.2,-3.4,2.2,15.6,11.8
O=C(CCn1c(=O)sc2ccccc21)NC1=NCCS1,-0.5,x,-0.1,-0.7,-0.6,-10.5,1.3,-9.3,-3.7,-17.4,-36.5

(listing goes on)
mol,Granule exo inh,Vif inh,aDG glyco up,iPSC survival up,NR2E3 ag-1,TRPM1 prom inh,NR2E3 ag-2,CaV13 ICDI inh,PDI inh,Peg3 prom inh,HIF-2a inh
NC(=O)c1cc([N+](=O)[O-])ccc1NCc1ccc(N)cc1,-1.2,-5.6,-0.2,4.0,31.6,78.9*,7.7,-10.0,1.8,80.8*,93.3*
Cc1ccc(N2CC(C(=O)NC3CCC(C)CC3)CC2=O)cc1 (stereo unspecified),9.9,-7.0,-0.4,0.5,-12.7,-6.6,-2.5,-5.2,-9.9,2.9,1.7
O=S(=O)(NCc1cccnc1)c1ccc(Cl)c(Cl)c1,4.6,19.4,0.1,-3.6,-21.7,3.7,0.6,x,13.8,4.5,3.7
CC(C)COC(=O)N1CC(O)CC1C(=O)O (stereo unspecified),0.5,-7.2,-0.1,0.9,-28.1,-3.6,-2.3,-5.2,-6.4,6.2,19.4
CCCN1CC=C2C(C#N)=C(N)C(C#N)(C#N)C(c3cccc(OC)c3OC)C2C1 (stereo unspecified),5.7,i,-0.1,2.3,15.8,14.9,5.1,x,-2.9,20.8,3.1
CO[C@@H]1[C@@H](OC(N)=O)[C@@H](O)[C@H](Oc2ccc3c(O)c(NC(=O)c4ccc(O)c(CC=C(C)C)c4)c(=O)oc3c2C)OC1(C)C,-1.7,-6.2,0.0,1.1,9.2,x,x,-4.9,-0.1,-9.0,10.8
CCc1ccccc1NC(=O)Cn1nnc(-c2cccs2)n1,0.8,-2.7,0.1,-0.1,-7.8,1.7,-1.3,-8.3,-7.7,4.5,-10.3
Cc1ccccc1C(=O)NC1CCSC1=O (stereo unspecified),-0.1,29.0,-0.1,-0.7,10.0,-2.6,1.6,-15.1,1.4,-3.4,0.5
O=C(O)C1CCCCC1C(=O)NCc1ccncc1 (stereo unspecified),4.8,1.0,0.0,-0.5,-6.7,3.3,-4.1,-4.2,-6.6,-13.5,9.0
CCCn1c(=O)c2c(c3ccccc31)OCC(=O)N2,0.3,-2.8,-0.1,3.3,-7.5,-16.5,-3.1,-2.1,-1.9,-0.6,20.4
CC(=O)Nc1ccc(NS(=O)(=O)c2ccccc2)c2ccccc12,-8.7,-2.3,0.0,0.6,13.5,-0.4,0.1,-2.3,3.0,8.4,12.0
CC(C)c1cccc(C(C)C)c1NC(=O)CCl,-1.2,x,0.5,-3.0,-6.0,-3.2,2.1,1.4,-12.7,7.7,30.0
N#Cc1c(NC(NC(=O)c2ccco2)C(=O)c2ccccc2)sc2c1CCCC2 (stereo unspecified),3.3,0.5,-0.3,-0.5,-15.0,-22.0,3.5,-5.1,-5.0,-57.5,-106.0
CC1=C/C(=C(/c2cc(C)c(O)c(Br)c2)c2ccccc2S(=O)(=O)O)C=C(Br)C1=O,-4.8,15.7,-0.4,-0.4,-4.9,47.3,-70.5,-2.6,-3.9,28.0,14.9
O=C(CCc1nc2ccccc2c(=O)[nH]1)OCC(=O)c1ccc(C2CCCCC2)cc1,-5.1,0.8,0.1,-0.2,0.6,-4.7,0.0,-4.9,-10.3,1.7,-4.9

Retrieved by structure from the entries so far:
mol,Granule exo inh,Vif inh,aDG glyco up,iPSC survival up,NR2E3 ag-1,TRPM1 prom inh,NR2E3 ag-2,CaV13 ICDI inh,PDI inh,Peg3 prom inh,HIF-2a inh
CCc1ccccc1NC(=O)Cn1nnc(-c2cccs2)n1,0.8,-2.7,0.1,-0.1,-7.8,1.7,-1.3,-8.3,-7.7,4.5,-10.3
CCCn1c(=O)c2c(c3ccccc31)OCC(=O)N2,0.3,-2.8,-0.1,3.3,-7.5,-16.5,-3.1,-2.1,-1.9,-0.6,20.4
